High-throughput results as filed in PubChem.
Fh CTSL1 inh – cathepsin L1 inhibition, PFM18AAP counter-screen; recombinant F. hepatica cathepsin L1, Z-Leu-Arg-MCA fluorescence; inhibition, % at 5.96 µM; 300,000 compounds, 0.49% hits;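 active means inhibition above the mean of all tested compounds plus 3 SD, set per screening campaign, cut at about 17% in these data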;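 further: 0% = plate median of test compound wells and 100% = 1 µM Z-Phe-Ala-diazomethylketone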
TPT1 inh – blocks Candida albicans tRNA 2'-phosphotransferase. recombinant caTPT1, FP RNA substrate dephosphorylation. inhibition, % at 5 µM. 300,000 compounds, 0.81% hits;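 active means inhibition above the mean of all tested compounds plus 3 SD, set per screening campaign, cut at about 24% in these data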;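 further: plate controls were DMSO alone for no effect and ferristatin control at 100 nM for full effect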
PP1 counter – counter-screen for PP5 inhibitors: inhibitors of human PP1-alpha; P62136; purified PP1alpha, OMFP fluorescence; inhibition, % at 6.7 µM; 320,000 compounds, 0.9% hits;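 active means inhibition above the mean inhibition of all tested compounds plus 3 SD, computed separately for each screening campaign, cut at about 15% in these data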
GASC-1 inh – blocks human GASC-1 demethylase activity; inhibition, % at 2.35 µM; GST-JMJD2C(1-420) H3K9me3 demethylation, DELFIA europium; 330,000 compounds, 0.069% hits; AID 2099; Q9H3R0;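 active means more than half of a compound's replicate wells show inhibition beyond 50%, single wells judged on their own value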;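 further: signal counts dimethyl H3K9 product captured on neutravidin plate; 0% = median of DMSO wells and 100% = 0.3 times that DMSO median; strong numbers were not always called active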
core dimer inh – HCV core protein dimerization inhibition. TR-FRET GST/Flag-core106 dimerization, 1536-well. inhibition, % at 5 µM. 300,000 compounds, 0.33% hits;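 active means inhibition above the mean of all tested compounds plus 3 SD, set per screening campaign, cut at about 45% in these data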
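System: GST-tagged and Flag-tagged HCV core protein residues 1-106 / Input: core106 proteins, GST 13.5 nM and Flag 17 nM / Buffer or medium: KF-containing HEPES buffer, pH 7.45, DTT, CHAPS, BSA / Probe or stimulus: Eu-anti-GST and XL665-anti-Flag labelled anti-tag antibodies / Schedule: 4 h, 22.5 °C incubation / Technique: TR-FRET 671 and 617 nm emission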
CR mimetic SO – caloric restriction mimetics inhibiting age-related superoxide in yeast; S. cerevisiae aged cells, superoxide DHE fluorescence; active compounds read low; superoxide response (% of plate mean), % at 10 µM; 330,000 compounds, 0.18% hits; AID 2690;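 active means superoxide response under a set limit, about three screen SD below normal, cut at about 65% in these data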;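 further: yeast aged for seven days with compound at 30 °C before DHE staining; 100% = average MFI of all compound-treated wells on the plate with controls excluded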
PP5 primary – blocks human protein phosphatase 5 activity; inhibition, % at 6.7 µM; P53041; 320,000 compounds, 0.18% hits; purified PP5c, OMFP substrate fluorescence;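 active means inhibition above the campaign's mean inhibition across all tested compounds plus 3 SD, cut at about 9.5% in these data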;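 further: 0% = DMSO only and 100% = 100 µM cantharidin control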
Target sequence (P53041 whole entry, looked up): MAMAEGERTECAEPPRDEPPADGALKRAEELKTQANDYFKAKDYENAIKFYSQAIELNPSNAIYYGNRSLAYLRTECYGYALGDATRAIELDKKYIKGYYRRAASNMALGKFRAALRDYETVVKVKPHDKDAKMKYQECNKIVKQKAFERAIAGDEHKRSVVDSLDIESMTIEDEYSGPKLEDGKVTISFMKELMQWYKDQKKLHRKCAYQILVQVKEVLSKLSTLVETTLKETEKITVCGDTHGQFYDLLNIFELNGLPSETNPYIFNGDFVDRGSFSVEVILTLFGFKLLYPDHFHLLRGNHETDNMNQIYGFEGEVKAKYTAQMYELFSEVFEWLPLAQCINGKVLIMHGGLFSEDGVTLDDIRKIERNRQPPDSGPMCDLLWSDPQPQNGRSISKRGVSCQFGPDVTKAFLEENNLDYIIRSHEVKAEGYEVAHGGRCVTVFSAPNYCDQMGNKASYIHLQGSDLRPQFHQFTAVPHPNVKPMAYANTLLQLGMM
ZTA counter – counter-screen for EBNA-1 inhibitors: inhibitors of Epstein-Barr virus ZTA; 320,000 compounds, 0.15% hits; ZTA-DNA binding, fluorescence polarization; P03206; inhibition, % at 11 µM; in the data active means inhibition above about 33%
Target sequence (P03206 whole entry, looked up): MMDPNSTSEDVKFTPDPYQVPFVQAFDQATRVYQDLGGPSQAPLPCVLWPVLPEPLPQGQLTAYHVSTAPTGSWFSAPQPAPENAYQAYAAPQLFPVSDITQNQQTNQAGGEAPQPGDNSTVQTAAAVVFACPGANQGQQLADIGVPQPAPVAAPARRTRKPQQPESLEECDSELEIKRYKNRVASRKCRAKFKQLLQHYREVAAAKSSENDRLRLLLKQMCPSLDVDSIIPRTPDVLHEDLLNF
EBNA-1 inh – blocks EBNA-1 binding to DNA. 300,000 compounds, 0.34% hits. AID 1950. inhibition, % at 14.8 µM. EBNA-1 DNA binding, fluorescence polarization; in the data active means inhibition above about 28%
Numbers without * were called inactive; i = inactive. Not a hit list. About 3.1% of those tested had a hit in this group.

SMILES	Fh CTSL1 inh	TPT1 inh	PP1 counter	GASC-1 inh	core dimer inh	CR mimetic SO	PP5 primary	ZTA counter	EBNA-1 inh
Cc1cc(C(=O)CSc2n[nH]c(N)n2)c(C)n1-c1ccc2c(c1)OCO2	3.1	0.3	1.2	9.9	22.1	95.4	-1.5	-2.4	-7.5
O=C(CCC1CCCC1)NCCS(=O)(=O)N1CCN(c2ccccc2)CC1	2.8	0.8	-0.8	8.5	-0.3	90.3	0.4	-3.2	-1.0
N#C/C(=C\C=C\c1ccccc1[N+](=O)[O-])c1nc(-c2ccc3c(c2)OCO3)cs1	-1.4	21.2	-1.7	3.2	42.9	96.4	1.8	-20.3	-0.1
COC(=O)c1ccc(C(=O)N2CCCC(Nc3ccc(F)c(F)c3)C2)cc1 (stereo not drawn)	1.5	-0.1	-2.2	3.3	-2.2	99.4	1.3	13.2	10.7
COc1ccc(N2CCN(C(=O)c3cc4c(C)nc5ccccc5c4o3)CC2)cc1	0.2	-4.1	-0.3	-1.8	-9.8	119.7	4.7	-0.2	5.3
COCCNC(=O)C(=O)Nc1ccc(Br)cc1	3.1	0.7	-5.0	4.4	-1.1	85.4	0.2	-0.5	3.9
C=CCN1C(=O)/C(=C/c2ccc(OCC(=O)O)cc2)S/C1=N/c1nccs1	5.8	0.6	4.5	7.4	7.5	100.1	-0.2	-7.1	7.5
COCc1nnc(NC(=O)C2CC(=O)N(C3CCCCC3)C2)s1 (stereo not drawn)	0.9	1.7	-8.5	7.5	-18.4	95.8	1.2	5.4	-6.7
COCCNC(=O)c1ccc(CS(=O)(=O)c2cccc(C(F)(F)F)c2)o1	-1.2	-3.5	1.1	-9.6	4.8	105.7	2.9	-0.1	-9.7
NC(=O)C1CC(=O)N(c2ccc(OCc3ccccc3Cl)cc2)C1 (stereo not drawn)	4.7	-1.6	-5.6	12.5	-1.1	120.4	0.9	-5.3	2.9

Compound profiles, as listed above. Screens in order: Fh CTSL1 inh | TPT1 inh | PP1 counter | GASC-1 inh | core dimer inh | CR mimetic SO | PP5 primary | ZTA counter | EBNA-1 inh
Record of Cc1cc(C(=O)CSc2n[nH]c(N)n2)c(C)n1-c1ccc2c(c1)OCO2 : 3.1 | 0.3 | 1.2 | 9.9 | 22.1 | 95.4 | -1.5 | -2.4 | -7.5
Record of COCCNC(=O)C(=O)Nc1ccc(Br)cc1 : 3.1 | 0.7 | -5.0 | 4.4 | -1.1 | 85.4 | 0.2 | -0.5 | 3.9
Record of COCCNC(=O)c1ccc(CS(=O)(=O)c2cccc(C(F)(F)F)c2)o1 : -1.2 | -3.5 | 1.1 | -9.6 | 4.8 | 105.7 | 2.9 | -0.1 | -9.7
Record of COCc1nnc(NC(=O)C2CC(=O)N(C3CCCCC3)C2)s1 (stereo not drawn) : 0.9 | 1.7 | -8.5 | 7.5 | -18.4 | 95.8 | 1.2 | 5.4 | -6.7
Record of C=CCN1C(=O)/C(=C/c2ccc(OCC(=O)O)cc2)S/C1=N/c1nccs1 : 5.8 | 0.6 | 4.5 | 7.4 | 7.5 | 100.1 | -0.2 | -7.1 | 7.5

Taken from the results shown, 3 compounds:
SMILES	Fh CTSL1 inh	TPT1 inh	PP1 counter	GASC-1 inh	core dimer inh	CR mimetic SO	PP5 primary	ZTA counter	EBNA-1 inh
O=C(CCC1CCCC1)NCCS(=O)(=O)N1CCN(c2ccccc2)CC1	2.8	0.8	-0.8	8.5	-0.3	90.3	0.4	-3.2	-1.0
N#C/C(=C\C=C\c1ccccc1[N+](=O)[O-])c1nc(-c2ccc3c(c2)OCO3)cs1	-1.4	21.2	-1.7	3.2	42.9	96.4	1.8	-20.3	-0.1
COC(=O)c1ccc(C(=O)N2CCCC(Nc3ccc(F)c(F)c3)C2)cc1 (stereo not drawn)	1.5	-0.1	-2.2	3.3	-2.2	99.4	1.3	13.2	10.7

Other records follow.
SMILES	Fh CTSL1 inh	TPT1 inh	PP1 counter	GASC-1 inh	core dimer inh	CR mimetic SO	PP5 primary	ZTA counter	EBNA-1 inh
CC(C)CN(CC(C)C)C(=O)CS(=O)(=O)Cc1ccccc1	0.0	-0.7	0.3	i	-1.1	92.7	-2.9	11.6	12.6
CCOC(=O)c1cc(=O)n2nc(-c3ccccc3F)nc2s1	-4.9	-1.4	1.7	-2.0	0.8	113.7	-0.4	-14.6	-2.5
COc1cc2cc(C(=O)O)[nH]c2c(OC)c1OC	-3.8	1.8	-3.4	1.8	-1.5	113.3	3.3	-17.1	-0.9
CN(c1ccccc1)c1ccc(/C=N/N2CCOCC2)cc1	5.3	-1.6	0.5	-1.0	-11.6	109.6	-0.1	-0.7	7.6
O=C(C[n+]1cc(-c2ccccc2)n2c1CCC2)Nc1nc(-c2ccc(F)cc2)cs1	0.4	0.6	5.8	7.2	3.6	93.5	-0.8	11.9	-1.8
Cc1cc(Cl)ccc1OC(C)C(=O)NC(C)C1CCCO1 (stereo not drawn)	-8.2	4.1	-3.8	-4.3	2.7	95.2	1.9	-4.2	-9.5
CCN(C(=O)COc1cc(=O)n(CC)c2ccccc12)c1cc(Cl)ccc1OC	5.8	-1.0	0.9	-9.1	3.3	103.1	-2.2	5.5	-5.1
Nc1nc2c(nc(Br)n2[C@@H]2O[C@@H]3COP(=O)(O)O[C@H]3[C@H]2O)c(=O)[nH]1	0.1	-1.8	-0.5	-1.8	-3.5	102.0	1.7	5.9	-2.5
CC(=O)c1ccc(N2CCN(C(=O)c3ccc(Cn4c(=S)[nH]c5ccc(N6CCOCC6)cc5c4=O)cc3)CC2)cc1	8.9	1.3	45.4*	27.7	32.9	98.4	0.9	-6.2	-2.5
O=C(O)c1cccc(N2C(=O)c3ccc4c5c(ccc(c35)C2=O)C(=O)N(c2cccc(C(=O)O)c2)C4=O)c1	1.4	-11.4	5.8	10.0	-2.4	135.3	-1.3	2.7	1.1
COc1ccc(/C=C2\CCCc3c2nc2ccc(C)cc2c3C(=O)O)cc1O	4.7	-0.3	-4.6	-4.2	-1.9	105.2	2.1	4.1	-9.8
COc1ccccc1CN(CC(=O)NCc1ccc(F)cc1)C(=O)c1csnn1	1.4	-2.2	-2.6	-1.8	0.7	98.2	-0.5	-6.4	-9.8
CCOc1ccc(CCNC(=O)COC(=O)Cn2cnc3c2c(=O)n(C)c(=O)n3C)cc1OCC	3.6	-1.2	-1.8	16.9	-4.7	94.4	0.9	-9.1	1.1
CC(C)(O)CC[C@@H](O)[C@](C)(O)[C@H]1CC[C@@]2(O)C3=CC(=O)[C@@H]4C[C@@H](O)[C@@H](O)C[C@]4(C)[C@H]3CC[C@]12C	-0.2	-2.0	-0.7	-7.4	-87.4	89.1	-0.6	2.7	3.0
CCCCOc1ccc(CSc2nnc(C)n2N)cc1[N+](=O)[O-]	-0.7	-3.1	-2.0	9.6	-7.0	103.4	-2.6	12.0	-9.5
COc1ncnc(OC)c1NC(=O)c1ccc(F)cc1	7.2	-0.3	10.2	-42.9	-4.1	102.1	-0.2	-26.9	-5.8
Cc1cc(OC(=O)c2cccc(F)c2)c([N+](=O)[O-])c(=O)[nH]1	-2.7	-0.4	2.0	15.4	-8.2	112.3	1.6	-7.5	10.1
COc1ccc2nc(C)c3c(c2c1)OC(C)C3 (stereo not drawn)	-1.6	-2.8	0.3	-2.4	-5.2	105.6	3.1	7.0	-5.2
CCc1ccc(NC(=O)/C(C#N)=C/c2cc3ccc(C)cc3nc2N2CCOCC2)cc1	-3.7	6.7	-4.0	-3.1	3.4	111.6	0.9	0.6	5.2
